MK inhibit: S. pneumoniae mevalonate kinase inhibition. 65,000 compounds, 0.48% hits. inhibition, % at 10 µM. AID 555. purified MK, PK/LDH-coupled NADH absorbance 340 nm;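 active means ranked among the strongest by inhibition in the single 10 µM screen, a fixed top-ranked set picked for dose follow-up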; further: no value below 0 was filed
Spn DPM-DC inh: blocks S. pneumoniae diphosphomevalonate decarboxylase; calls only at 10 µM; purified DPM-DC, PK/LDH coupled NADH fluorescence; AID 556; 65,000 compounds, 0.49% hits;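 active means the 320 compounds with the highest percent inhibition in the single-dose primary screen, excluding strongly autofluorescent ones, cut at about 32% in these data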;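 further: kinetic rate of NADH fluorescence loss reporting ADP formed by the decarboxylase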
LYP phosphatase: inhibition of human PTPN22 tyrosine phosphatase – biochemical, DiFMUP fluorescence, recombinant catalytic domain, 10 µM, primary screen (AID 606). one-dose inhibition, % at 10 µM; IC50 in µM for titrated hits. 52,000 tested, under 10 active. recombinant LYP catalytic domain, DiFMUP fluorescence; higher % means a stronger effect;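 active means IC50 under 40 µM in the dose-response test; inactive means IC50 of 40 µM or more, or never dose-tested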
PMK inhibit: S. pneumoniae PMK inhibition; 65,000 compounds, 0.49% hits; AID 539; inhibition, % at 10 µM; purified PMK, PK/LDH-coupled NADH absorbance 340 nm;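 active means top-ranked compounds by inhibition in the single 10 µM screen, taking a fixed number of the strongest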;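 further: 0% = full reaction with DMSO carrier and 100% = background rate without enzyme reaction; no value below 0 was filed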
KRASV12 cytotoxicity: cytotoxicity in KRAS-transformed pancreatic duct cells, primary screen, cell-based, fluorescence, HTS (AID 431); cytotoxicity, % at 10 µM, or EC50 in µM where a hit was titrated; 63,000 compounds, 1.7% hits; HPDE-C7K KRASV12 cells, Alamar Blue viability, 48 h; higher % means a stronger effect;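 active means compounds whose percent cytotoxicity in the single-dose primary screen, scaled between solvent and toxic-drug controls, exceeds 50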;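 further: 0% = DMSO solvent wells and 100% = doxorubicin-treated wells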
Alkaline phosphatase: human TNAP enzyme inhibitors, biochemical, luminescent (AID 518). inhibition, % at 20 µM; hits with a dose series show IC50 in µM. 64,000 compounds, 0.09% hits. purified TNAP enzyme, luminescent substrate readout; higher % means a stronger effect; in the data active means a potency from the dose series; inactive means the rest, 99 in 100 with inhibition below about 22%;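 further: plate controls were vehicle for no effect and reference inhibitor for full effect; many of its hits are not listed in these tables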
Bfl-1 displacement: Bfl-1 inhibitors, primary screen, biochemical, fluorescence polarization, FITC-Bid, mouse (AID 432); FITC-Bid BH3 peptide fluorescence polarization displacement; higher % means a stronger effect; 64,000 compounds, 0.02% hits; one-dose displacement, % at 20 µM; IC50 in µM for titrated hits; in the data active means a potency from the dose series; inactive means the rest, 99 in 100 with displacement below about 15%; further: strong numbers were not always called active
HPDE-C7 viability: cytotoxicity in HPDE-C7 cells, cell-based, fluorescence, HTS (AID 430); HPDE-C7 pancreatic duct cells viability, fluorescence; higher % means a stronger effect; one-dose cytotoxicity, % at 10 µM; EC50 in µM for titrated hits; 63,000 compounds, 1.8% hits;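 further: cells exposed to compound for 48 hours before viability readout; 0% = vehicle and 100% = reference cytotoxic drug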
HT1080 cytotoxicity: cytotoxicity in HT1080 fibrosarcoma cells, cell-based, fluorescence readout (AID 620); HT1080 viability, fluorescence; higher % means a stronger effect; 87,000 compounds, 0.42% hits; one-dose cytotoxicity, % at 10 µM; EC50 in µM for titrated hits;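 further: cells exposed to compound overnight then 4 h with Alamar Blue; 0% = vehicle DMSO and 100% = killing control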
PMK inhibit pilot replicates: recorded beside PMK inhibit, whose call it bears; inhibition, %; measured here: pilot screen replicates
MK inhibit pilot replicates: also measured in MK inhibit; calls as there; inhibition, %; measured here: pilot screen replicates
Spn DPM-DC inh pilot screen %: further read-out of Spn DPM-DC inh, marked with its call; inhibition, %; measured here: pilot screen trials
Numbers without * were called inactive; i = inactive; . = not tested or not shown; + = active, no number. Unless noted, no stated cut-off is given here; in the data, active means cytotoxicity above about 50%; inactive means the rest.

A first look (3 entries):
SMILES	MK inhibit	Spn DPM-DC inh	LYP phosphatase	PMK inhibit	KRASV12 cytotoxicity	Alkaline phosphatase	Bfl-1 displacement	HPDE-C7 viability	HT1080 cytotoxicity	others
COc1ccc(S(=O)(=O)NCc2ccc3c(c2)cc(C)n3C)cc1	3.0	i	-0.5%	16.0	5.7%	8.8%	-1.4%	-14.6%	1.5%
CCNc1nc(SCCOc2ccccc2)nc(N(C)C)n1	7.0	i	4.5%	1.0	4.7%	-14.2%	-0.3%	1.1%	1.5%
CC1(C)CC(=O)N(CC(=O)O)c2ccccc2S1	0.0	i	6.6%	11.0	-0.2%	7.3%	-0.9%	-17.5%	2.7%

The whole of this part (from the top)
SMILES	MK inhibit	Spn DPM-DC inh	LYP phosphatase	PMK inhibit	KRASV12 cytotoxicity	Alkaline phosphatase	Bfl-1 displacement	HPDE-C7 viability	HT1080 cytotoxicity	others
COc1ccc(S(=O)(=O)NCc2ccc3c(c2)cc(C)n3C)cc1	3.0	i	-0.5%	16.0	5.7%	8.8%	-1.4%	-14.6%	1.5%
CCNc1nc(SCCOc2ccccc2)nc(N(C)C)n1	7.0	i	4.5%	1.0	4.7%	-14.2%	-0.3%	1.1%	1.5%
CC1(C)CC(=O)N(CC(=O)O)c2ccccc2S1	0.0	i	6.6%	11.0	-0.2%	7.3%	-0.9%	-17.5%	2.7%
O=C(c1ccco1)N1CCN(c2nc(C(F)(F)F)nc3c2nnn3Cc2ccccc2)CC1	2.0	i	3.5%	5.0	-16.9%	20.4%	-7.5%	11.6%	7.9%	PMK inhibit pilot replicates=0.5;MK inhibit pilot replicates=0.0;Spn DPM-DC inh pilot screen %=2.0
C=CCOC(=O)C1=C(C)NC2(O)c3ccccc3C(=O)C12O (stereo not given)	2.0	i	10.0%	0.0	-18.1%	9.0%	-3.3%	-14.4%	-5.5%
COc1ccc(OC)c(C(=O)Cn2nnc3ccccc3c2=O)c1	3.0	i	-2.1%	11.0	-9.6%	2.6%	-5.5%	-11.4%	-0.4%
CC(C)Oc1ccc(C(=O)N2CCCc3ccccc32)cc1	5.0	i	14.4%	21.0	-5.3%	1.2%	-8.7%	-8.1%	-9.4%
O=C(O)CCCC(=O)N(Cc1ccccc1)Cc1ccccc1	9.0	i	.	19.0	1.6%	1.4%	-8.0%	9.4%	5.1%
O=c1[nH]c(=S)[nH]nc1Cc1ccccc1	5.0	i	6.9%	4.0	-2.2%	5.9%	-2.3%	-13.4%	-4.4%
CC(C)Cn1cc(C(=O)N2CCN(c3ccccn3)CC2)c2c3ccccc3n(C)c2c1=O	9.0	i	4.8%	7.0	28.6%	11.4%	-0.8%	5.1%	25.8%
O=C(Nc1ccc(F)c(F)c1)c1cccnc1	13.0	i	7.4%	6.0	.	17.4%	-6.1%	.	0.2%
COc1cc(C(=O)N(C)c2nnc(-c3cccnc3)s2)cc(OC)c1OC	0.0	i	.	19.0	3.1%	13.1%	-4.3%	19.5%	-0.5%	PMK inhibit pilot replicates=0.0;MK inhibit pilot replicates=1.0;Spn DPM-DC inh pilot screen %=0.0
Cc1cc(C(=O)Nc2sc(C)c(-c3ccc(F)cc3)c2C(N)=O)no1	2.0	i	14.3%	8.0	5.3%	1.8%	-1.9%	3.3%	-4.0%
Cc1c(NC(=O)C2CCCN2S(=O)(=O)c2ccc(Cl)cc2)c(=O)n(-c2ccccc2)n1C (stereo not given)	0.0	i	11.4%	18.0	11.1%	5.5%	-9.6%	8.4%	12.3%
Cc1ccc2c(c1)-c1c(cnn1CC(=O)Nc1ccccc1N1CCN(C)CC1)CO2	1.0	i	1.3%	1.0	40.7%	16.5%	-1.8%	28.3%	19.3%	PMK inhibit pilot replicates=0.0;MK inhibit pilot replicates=1.5;Spn DPM-DC inh pilot screen %=0.0
COc1ccc2[nH]c(C)c(CCN3C(=O)C4C5C=CC(C5)C4C3=O)c2c1 (stereo not given)	7.0	i	-4.6%	0.0	12.2%	12.9%	6.0%	11.2%	-6.2%
COc1cc2c(cc1NC(=O)CSc1nnc(Cc3cccs3)n1C)oc1ccccc12	12.0	i	6.6%	7.0	35.5%	6.7%	3.7%	23.6%	-2.2%	PMK inhibit pilot replicates=0.0;MK inhibit pilot replicates=0.0;Spn DPM-DC inh pilot screen %=2.5
COc1cccc(-c2nn(C)c3sc(C(=O)Nc4ccc5c(c4)OCCO5)cc23)c1	5.0	i	.	3.0	16.8%	19.7%	-7.1%	19.0%	9.5%
CCOc1ccc(OCC)c(NC(=O)CCCN2C(=O)c3cccnc3C2=O)c1	11.0	i	-2.8%	15.0	-7.7%	17.6%	-10.3%	-13.2%	1.8%	PMK inhibit pilot replicates=2.5;MK inhibit pilot replicates=1.5;Spn DPM-DC inh pilot screen %=1.0
CCCn1c(SC2C(=O)CC(C)(C)CC2=O)nc2c1c(=O)n(C)c(=O)n2C	9.0	i	.	11.0	-7.3%	3.0%	1.2%	-9.0%	13.7%
CCOc1ccc(CCNC(=O)Cc2nn[nH]n2)cc1OCC	0.0	i	-10.6%	10.0	0.9%	4.2%	-7.3%	-10.1%	-0.2%
Cn1c2c(c3ccccc31)CCSC2=O	0.0	i	10.5%	20.0	-1.9%	8.4%	0.7%	-9.2%	3.3%
O=C(CN1C(=O)c2ccccc2C1=O)N1CCCCC1	3.0	i	12.1%	15.0	-21.4%	1.6%	-4.0%	-2.1%	8.3%
CCOC(=O)c1sc(NC(=O)CSc2nnc(C(C)C)n2CC)nc1C	6.0	i	10.9%	17.0	-1.3%	4.9%	-5.8%	6.6%	1.3%
CCOC(=O)Cn1c(C)cc(=O)c2cccc(C)c21	5.0	i	0.8%	14.0	-9.5%	6.4%	1.5%	-8.7%	-3.9%

Continued:
SMILES	MK inhibit	Spn DPM-DC inh	LYP phosphatase	PMK inhibit	KRASV12 cytotoxicity	Alkaline phosphatase	Bfl-1 displacement	HPDE-C7 viability	HT1080 cytotoxicity	others
CCCNC(=O)C1CC(=O)N(c2ccc(OCC(=O)Nc3cccc(C)c3C)cc2)C1 (stereo not given)	5.0	i	-11.0%	0.0	-9.6%	1.3%	-0.3%	-17.7%	0.8%
O=c1c2c3nc4ccccc4nc3n(Cc3ccccc3)c2ncn1Cc1ccco1	11.0	i	.	0.0	2.8%	13.0%	3.7%	-2.6%	-4.6%
CCOC(=O)N1CCN(S(=O)(=O)c2ccc3c(c2)CCN3C(=O)CC)CC1	0.0	i	0.8%	16.0	30.8%	-0.3%	-5.2%	41.8%	.
CCOC(=O)CN1C(=O)C(O)=C(C(C)=O)C1c1ccc(F)cc1 (stereo not given)	8.0	i	.	8.0	12.4%	-5.3%	-6.3%	-3.3%	1.6%
N#Cc1cc(-c2ccccc2)nn1-c1ccccc1	3.0	i	.	8.0	1.5%	8.2%	9.6%	11.4%	-2.5%
N#Cc1c(-c2ccco2)nc(SCC(=O)Nc2cccc(Cl)c2)[nH]c1=O	3.0	i	-0.9%	15.0	17.5%	7.0%	6.6%	19.0%	-7.2%
O=C(O)Cn1ccnc1	8.0	i	.	18.0	-6.6%	-1.7%	-3.7%	6.5%	.
CCOc1ccc(-c2nnc(SCC(=O)N3CCN(c4ccccc4)CC3)o2)cc1	11.0	i	10.3%	26.0*	0.0%	15.2%	2.6%	1.7%	-5.5%	PMK inhibit pilot replicates=+;MK inhibit pilot replicates=2.0;Spn DPM-DC inh pilot screen %=0.0
COC(=O)CNC(=O)c1ccc(=O)oc1	7.0	i	7.3%	4.0	-23.9%	8.7%	-3.6%	-2.9%	1.8%
COCCCNC(=O)C1CCN(S(=O)(=O)N(CC(C)C)CC(C)C)CC1	1.0	i	22.1%	8.0	-6.6%	3.4%	-2.7%	-3.6%	-8.1%
Cn1nc(C(C)(C)C)cc1C(=O)NCc1ccc(N2CCCC2=O)cc1	0.0	i	.	20.0	-8.6%	9.5%	3.2%	-11.0%	-14.6%	PMK inhibit pilot replicates=0.0;MK inhibit pilot replicates=0.0;Spn DPM-DC inh pilot screen %=0.0
CC1Cc2ccccc2N1C(=O)C1CCCN1S(=O)(=O)c1ccc(Cl)cc1 (stereo not given)	2.0	i	3.0%	14.0	2.9%	5.5%	-13.4%	0.0%	-6.2%
CSCCC(NS(=O)(=O)/C=C/c1ccccc1)C(=O)N1CCC(C)CC1 (stereo not given)	1.0	i	-4.3%	10.0	-12.0%	11.6%	0.3%	5.6%	20.7%
CCOC(=O)N1CCN(C(=O)c2n[nH]c(=O)c3ccccc23)CC1	4.0	i	.	0.0	3.7%	21.1%	-5.6%	-9.2%	5.5%	PMK inhibit pilot replicates=0.0;MK inhibit pilot replicates=0.0;Spn DPM-DC inh pilot screen %=0.0
CC(=O)NC1CC(C)(C)N(OC(C)=O)C(C)(C)C1	1.0	i	9.9%	0.0	-9.1%	11.6%	-2.2%	5.4%	-6.0%
O=C(CSc1nc2c(c(=O)n1-c1ccccc1)SCC2)N1CCN(c2ccccc2)CC1	15.0	i	-0.7%	8.0	13.9%	10.8%	0.1%	18.3%	-2.3%
CCOC(=O)c1[nH]cnc1C(=O)Nc1cccc(N)n1	0.0	i	13.8%	10.0	4.3%	-7.3%	5.8%	-3.8%	7.3%
CCOc1ccc2nc(SCC(=O)NCc3ccco3)sc2c1	11.0	i	.	17.0	12.5%	6.3%	-10.7%	9.3%	0.3%
CCOc1cccc(C2C(C#N)=C(N)Oc3cc(C)n(Cc4ccccn4)c(=O)c32)c1OCC (stereo not given)	0.0	i	5.5%	14.0	-1.7%	8.8%	1.3%	-0.6%	-9.0%
c1ccc(-c2nc3ccccc3c3nncn23)cc1	0.0	i	0.5%	7.0	10.7%	19.6%	-5.0%	10.3%	-1.3%
CCCCN(CCCC)C(=O)CSc1nnc2n(C)c(=O)c3c4c(sc3n12)CCCC4	5.0	i	-2.1%	3.0	12.3%	5.9%	-12.5%	6.6%	-12.1%
O=C(O)CCN1C(=O)c2ccncc2C1=O	0.0	i	0.3%	12.0	-23.2%	5.3%	0.7%	-17.5%	8.1%
COc1ccc(NC(=O)C2C(=O)N(CCO)C3(C)CC2c2ccccc2O3)cc1 (stereo not given)	0.0	i	9.2%	10.0	3.8%	4.6%	-2.2%	-3.7%	46.0%
CCCCCOc1ccccc1C(=O)NCC(=O)O	3.0	i	14.5%	11.0	-3.3%	13.9%	4.1%	6.7%	4.1%
COc1ccc(OCCN(C)Cc2ccccc2)cc1	10.0	i	21.7%	1.0	-2.7%	8.9%	-9.0%	-6.1%	5.3%
CCc1nc(N2CCOCC2)c(C#N)c2c1CCCC2	0.0	i	5.9%	2.0	-2.9%	2.0%	-2.5%	7.3%	-13.8%
CC1=CC=CC2=NC(=O)CC(C)(C(=O)N(CC(=O)NC(C)C)C3CCCC3)N12 (stereo not given)	7.0	.	.	7.0	23.0%	8.8%	9.4%	-4.9%	-1.3%	PMK inhibit pilot replicates=4.0;MK inhibit pilot replicates=3.0
O=C(NC1CCN(C(=O)NC2CCCCC2)CC1)c1ccco1	13.0	i	6.2%	11.0	-12.5%	11.7%	-10.1%	10.9%	-11.1%
Cc1oc(C(=O)O)cc1COc1ccc2c(C)cc(=O)oc2c1	1.0	i	1.9%	1.0	4.2%	11.3%	10.8%	4.9%	-7.7%

Bioassay records (PubChem BioAssay)

Random draw from the library (roughly 3.3% active in at least one column).
